# PTHR1 agonist: PTHR1 (human) receptor agonism; Q03431; HEK293 GP2 PTHR1 cells, GloSensor cAMP luminescence, 1 h; Potency, µM (doses to about 115 µM), for the others: at the highest dose activation, hits mostly activators; 410,000 tested, 0.075% active; note: nearly all actives have a fitted effect of over 55% in size; some results filed as inactive show a strong effect at the top dose; inactives centre near -15; many of its hits are not listed in these tables
#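 HEK-293-derived GP2 cells expressing PTHR1 and a GloSensor cAMP reporter, 3,000/well, plated overnight, given luciferin plus IBMX (each 0.5 mM as added) for 1 h at 37 °C, then compound for 1 h at 37 °C. Luminescence was read after 15 min at room temperature.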
# EPAC1 antag: EPAC1 (human) antagonism; Potency, µM (series often up to 115 µM), for the others: at the highest dose activity change, negative = inhibition, usual class: inhibitors; EPAC1 GEF assay, Rap1b-BODIPY-GDP exchange fluorescence; AID 720709; 360,000 tested, 0.14% active;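 note: plate controls were vehicle for no effect and positive control for full effect; nearly all actives have a fitted effect of over 50% in size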
# Target sequence (O95398 whole entry, looked up): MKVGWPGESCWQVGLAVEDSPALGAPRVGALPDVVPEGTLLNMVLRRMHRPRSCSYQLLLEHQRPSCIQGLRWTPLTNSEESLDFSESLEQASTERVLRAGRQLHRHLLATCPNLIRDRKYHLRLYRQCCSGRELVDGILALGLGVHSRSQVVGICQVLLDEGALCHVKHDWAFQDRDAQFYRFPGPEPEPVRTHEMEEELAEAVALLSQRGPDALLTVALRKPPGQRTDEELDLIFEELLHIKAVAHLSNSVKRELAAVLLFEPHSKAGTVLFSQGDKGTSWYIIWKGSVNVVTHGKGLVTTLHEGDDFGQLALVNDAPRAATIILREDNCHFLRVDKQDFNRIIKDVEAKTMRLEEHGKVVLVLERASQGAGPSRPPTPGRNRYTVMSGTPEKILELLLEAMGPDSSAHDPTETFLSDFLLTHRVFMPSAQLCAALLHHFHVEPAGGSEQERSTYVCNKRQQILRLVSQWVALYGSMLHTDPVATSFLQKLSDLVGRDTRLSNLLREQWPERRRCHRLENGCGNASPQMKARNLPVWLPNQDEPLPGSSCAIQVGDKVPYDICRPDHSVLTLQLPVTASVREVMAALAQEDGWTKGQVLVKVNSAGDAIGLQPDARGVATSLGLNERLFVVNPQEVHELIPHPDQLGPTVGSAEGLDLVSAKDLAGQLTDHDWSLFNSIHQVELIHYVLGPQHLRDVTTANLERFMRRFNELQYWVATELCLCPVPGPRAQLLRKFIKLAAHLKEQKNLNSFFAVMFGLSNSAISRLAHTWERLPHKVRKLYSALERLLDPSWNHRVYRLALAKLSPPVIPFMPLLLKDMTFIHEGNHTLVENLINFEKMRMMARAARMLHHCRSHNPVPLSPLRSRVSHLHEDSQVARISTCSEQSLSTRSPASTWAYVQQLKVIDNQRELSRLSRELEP
# EPAC2 agonist: agonists of human EPAC2 (RAPGEF4). Q8WZA2. EPAC2 activation, biochemical qHTS; response scale: 100% = 6.5 mM cAMP response. Potency, µM (titrated, usually from 154 µM), for inactives: at the top dose activation, most hits filed as activators. 360,000 tested, 0.079% active. AID 720711; note: nearly all actives have a fitted effect of over 50% in size
#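 Guanine nucleotide exchange by EPAC2 is measured as reduced fluorescence of BODIPY-GDP once it is released from 250 nM Rap1B. Plates are read kinetically for 30 min at room temperature; results are scaled to 6.5 mM cAMP.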
# TDP43 rescue: TDP-43 toxicity inhibition in yeast; TDP-43 expressing yeast growth rescue, BacTiter-Glo, 24 h; Potency, µM (highest dose often 46.1 µM), inactives show at the top dose growth rescue (activation), most hits filed as activators; 410,000 tested, 1.8% active; AID 652104; note: % of control where 0% means no effect; nearly all actives have a fitted effect of over 50% in size
#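 Yeast expressing TDP-43 (pregrown in raffinose, seeded at OD600=0.02 in galactose medium) exposed to compounds 24 hr at 30 deg C. Growth read by BacTiter-Glo luminescence; rescue of toxicity appears as increased signal.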
# aSyn rescue: alpha-synuclein toxicity inhibition in yeast; Yeast expressing alpha-synuclein, growth rescue, BacTiter-Glo, 24 h; 370,000 tested, 0.14% active; Potency, µM (top dose mostly 46.1 µM), inactives show top-dose growth rescue (activation), actives largely listed as activators; note: % of control where 0% means no effect; nearly all actives have a fitted effect of over 65% in size
#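 Galactose-induced alpha-syn yeast (OD600=0.02, raffinose-pregrown) + pinned cpd, 24 hr, 30 deg C; growth by BacTiter-Glo luminescence. Growth restoration scores as activation.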
# EPAC1 agonist: activates human EPAC1 exchange factor; O95398; 360,000 tested, 0.073% active; EPAC1 agonist qHTS, biochemical assay; response scale: 100% = response to 6.5 mM cAMP; Potency, µM (series often up to 154 µM), for the others: top-dose activation, usual class: activators; note: nearly all actives have a fitted effect of over 60% in size
#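 EPAC1 100 nM, Rap1B–BODIPY-GDP 250 nM, unlabeled GDP 50 uM; compound titration; 5 min RT; kinetic read ex480/em540 at 5-min intervals ×30 min; data normalized to 6.5 mM cAMP agonist control.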
# FUS suppressor: FUS proteinopathy suppression in yeast; 390,000 tested, 0.24% active; S. cerevisiae FUS-expressing, growth rescue, OD600, 24 h; Potency, µM (titrated, usually from 76.6 µM), for the others: at the highest dose growth rescue (activation), most hits filed as activators;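 note: plate controls were DMSO vehicle for no effect and reference control for full effect; nearly all actives have a fitted effect of over 55% in size; some results filed as inactive show a strong effect at the top dose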
#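 Toxicity suppression screen in FUS-yeast. Cells induced with 2% galactose, starting OD 0.005, treated 24hr at 30C with compounds at multiple final concentrations; growth by OD600.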
# EPAC2 antagonist: antagonists of human EPAC2; EPAC2 GEF exchange of Rap1B-BODIPY-GDP, fluorescence; Potency, µM (doses to about 114 µM), without a hit: at the highest dose activity, negative = inhibition, most hits filed as inhibitors; 360,000 tested, 0.18% active; AID 720708; note: % is set by controls: 0 for no effect and ±100 for the full control effect; nearly all actives have a fitted effect of over 45% in size; many of its hits are not listed in these tables
# * hit, by the source's call; i = inactive; ? = inconclusive; nt = no result given; & = joins results of further samples; [ ] = dose if it differs, or a comment. Calls come from the whole dose curve; as a rule, active = well fitted curve in the direction sought with a large enough effect; inconclusive = small, poorly fitted or top-dose-only effect, or another doubt; inactive = no such curve, though single readings can be large; an effect the other way counts as inactive or inconclusive. Potency is the fitted concentration of half-maximal effect.
SMILES,PTHR1 agonist,EPAC1 antag,EPAC2 agonist,TDP43 rescue,aSyn rescue,EPAC1 agonist,FUS suppressor,EPAC2 antagonist
CC1(C)N(O)C2CCCCC2N1O (configuration not stated),i,4%,6%,7%,-13%,-2%,-22%,15%
C[C@@H]1CN([C@H](C)CO)C(=O)CCCn2nncc2CO[C@@H]1CN(C)C(=O)Oc1ccc2ccccc2c1,-23%,9%,5%,19%,1%,16%,14%,-5%
CCOC(=O)CC(SP1(=S)OCC2(CCCCC2)CO1)C(=O)OCC (configuration not stated),-51%[inhibitor],-9%,10%,-5%,-5%,0%,nt,-9%
OC1(CN2CCOCC2)C2CC3CC(C2)CC1C3 (configuration not stated),i,12%,-1%,-4%,-7%,-2%,-16%,8%
Cc1ccccc1-c1ccc2c(c1)CNCc1cnnn1-2,-24%,5%,4%,17%,-10%,10%,-18%,-5%
COc1ccc2c(c1OC)CN1CCc3cc4c(cc3C1C2)OCO4 (configuration not stated),-49%[inhibitor],2%,12%,-14%,-7%,7%,22%,-13%
COc1ccc(CCNCc2ccsc2)cc1OC,-4%,-4%,-2%,-5%,2%,3%,0%,-7%
CCCCOC(=O)C1=C(N)OC2=C(C(=O)CCC2)[C@]12C(=O)N(C)c1ccccc12,11%[57.5 µM],-5%,3%,-12%,3%,7%,-2%,-4%
CCOc1cc(/C=C2\C(=O)NC(=O)N(CCc3ccc(F)cc3)C2=O)ccc1O,i,6%,6%,18%,4%,12%,8%,-2%
O=C(c1ccc2c(c1)N(Cc1ccc(F)cc1)CCS2)N1CCC2(CC1)OCCO2,-37%[inhibitor],-43%,2%,6%,-10%,-3%,23%,-24%
CCCCCCN=C(C)c1c(O)n(Cc2ccccc2)c(=O)[nH]c1=O,-24%,-25%,-5%,14%,3%,14%,41%,5%
CCN1CCN(c2nc3ccccc3s2)CC1,-16%,11%,5%,-16%,-4%,-1%,23%,12%
Cc1cccn2c(=O)c3c(nc12)N1CCC(Cc2ccccc2)CC1C1(C3)C(=O)N(C)C(=O)N(C)C1=O (configuration not stated),i,5%,3%,29%,5%,2%,30%,-1%
COc1cc2[nH]c(=S)n(-c3ccccc3)c(=O)c2cc1OC,-2%,1%,1%,11%,1%,10%,-2%,0%
COc1ccc(CN2CCN(c3ccccc3F)CC2)cc1O,i,7%,-10%,-11%,-9%,5%,9%,9%
Cc1cccc(C2=NN(c3ccc(Br)cc3)[C@@H](C(=O)N3CCOC3=O)[C@@H]2c2ccc([N+](=O)[O-])cc2)c1,-4%,0%,4%,20%,?,0%,32%,8%
CCCCn1c(=O)c(C(=O)NCc2ccc(Cl)cc2)c(O)c2ccccc21,i,-5%,4%,5%,9%,9%,-21%,-6%
Cc1ccc(C(=O)N/C(=C\Cl)P(=O)(c2ccccc2)c2ccccc2)cc1,i,5%,1%,-16%,0%,1%,0%,-7%
O=C(Nc1ccccc1)N1CC2CC(C1)c1cccc(=O)n1C2 (configuration not stated),-47%[inhibitor],13%,-2%,-3%,0%,2%,-21%,3%
Cc1cc(OCc2nn[nH]n2)c2c3c(c(=O)oc2c1)CCCC3,-7%,-6%,2%,12%,0%,10%,26%,-3%
c1ccc(Nc2ccc3ccccc3c2)cc1,-26%,-20%,18%,?,-5%,-1%,-7%,?
CCOC(=O)CNC(=O)CSP(=S)(OCC)OCC,i,-8%,7%,7%,nt,-10%,1%,-3%
COC(=O)C1=C(c2ccc(OCc3ccccc3)cc2)C[C@@H]2CC[C@H]1N2C(=O)NCc1ccccc1C(F)(F)F,-2%,-4%,7%,24%,-2%,3%,?,-1%
COc1ccc(N2CCN(Cc3nc4ccccc4[nH]3)CC2)cc1,-12%,4%,5%,-17%,0%,-3%,33%,20%
O=C(CCC(=O)N1C[C@H]2C[C@@H](C1)c1cccc(=O)n1C2)NCc1ccccc1,-40%[inhibitor],-7%,10%,20%,-2%,3%,-7%,5%
O=C(O)C1C2c3ccccc3C(c3ccccc32)C1C(=O)Nc1ccccc1 (configuration not stated),-3%,-11%,7%,-11%[0.397 µM],0%,-5%,18%,2%
O=C(c1cc2cc(Br)ccc2[nH]1)N1CCC2(CC1)OCCO2,-17%,4%,0%,?,1%,2%,-5%,11%
c1ccc2oc(-c3ccc4c(c3)CNCc3cnnn3-4)cc2c1,-18%,0%,5%,16%,0%,14%,-12%,2%
CC=CC(C)=CC(C)C(=O)CC(O)CC1CC(=O)NC(=O)C1 (configuration not stated),-2%,15%,3%,?,?,-2%,-2%,3%
C[C@@H]1CN([C@H](C)CO)C(=O)CCCn2cc(nn2)CO[C@H]1CN(C)C(=O)Oc1ccc2ccccc2c1,-6%,-16%,15%,0%,-2%,-18%,-8%,-3%
O=c1[nH]c2ccccc2n1C1CCN(C(c2ccccc2)c2nnnn2Cc2ccccc2)CC1 (configuration not stated),0%,-20%,3%,0%,1%,2%,?,-4%
CCC(=O)c1cn(Cc2ccccc2C#N)c2ccccc12,-14%,9%,9%,25µM*,5%,5%,10%,11%
CN(Cc1ccccc1)C(=O)c1cccc(NC(=O)Cc2ccc([N+](=O)[O-])cc2)c1,-45%[inhibitor],-25%,7%,5%,-3%,1%,34%,-10%
CCOC(=O)C1=C(N)OC2=C(C(=O)CCC2)C12C(=O)N1c3c(ccc(C)c32)C(C)=CC1(C)C (configuration not stated),-31%[inhibitor],-18%,-10%,13%,1%,-17%,22%,-1%
CN1C(=O)N(C)C(=O)C(CCc2ccncc2)(Cc2ccc3c(c2)OCO3)C1=O,-5%[57.5 µM],3%,3%,-15%,3%,-1%,-4%,5%
CCN(CC)CCNCc1nc2ccccc2c(=O)n1-c1ccc(F)cc1,-4%,4%,3%,14%,1%,2%,nt,-2%

# An excerpt from above, limited to TDP43 rescue and EPAC2 antagonist.
structure,TDP43 rescue,EPAC2 antagonist
CN(Cc1ccccc1)C(=O)c1cccc(NC(=O)Cc2ccc([N+](=O)[O-])cc2)c1,5%,-10%
CCOC(=O)C1=C(N)OC2=C(C(=O)CCC2)C12C(=O)N1c3c(ccc(C)c32)C(C)=CC1(C)C (configuration not stated),13%,-1%

# Later entries.
SMILES,PTHR1 agonist,EPAC1 antag,EPAC2 agonist,TDP43 rescue,aSyn rescue,EPAC1 agonist,FUS suppressor,EPAC2 antagonist
Cc1cccc(C)c1-n1nnnc1C(CCc1ccccc1)N1CCC2(CC1)C(=O)NCN2c1ccccc1 (configuration not stated),-22%,10%,8%,8%,-2%,1%,-7%,3%
COc1cc(C(=O)N2Cc3ccccc3-n3nncc3C2)cc(OC)c1OC,-24%,13%,4%,16%,-5%,11%,-26%,0%
C=C[C@@H]1C[C@@]1(C)[C@@H](NP(=O)(c1ccccc1)c1ccccc1)c1ccccc1,-21%,-2%,-15%,16%,5%,-14%,1%,-2%
CC12CC(=O)C3C(CCC4CC(=O)C=CC43C)C1CCC2=O (configuration not stated),-24%,-19%,2%,-5%,1%,-5%,5%,1%
Cc1ccccc1-n1c(O)c(/C=N/NC(=O)c2ccccc2O)c(=O)[nH]c1=S,i,6%,5%,1%,3%,0%,10%,5%
CCOC(=O)C1C(OC(=O)c2ccccc2)CC2CCC1N2C (configuration not stated),-24%,-9%,8%,18%,8%,-9%,-35%,6%
CC(C)N1CCN(Cc2cc3c(cc2Cl)OCO3)CC1CCO (configuration not stated),i,10%,6%,-11%,-5%,8%,-10%,0%
Fc1ccc(CNC2CN3CCC2CC3)cc1 (configuration not stated),0%,-8%,8%,6%,-6%,-3%,-31%,25%
O=C1C2CCCN2C(c2ccc(Cl)c(Cl)c2)N1c1ccccn1 (configuration not stated),-2%[57.5 µM],1%,-2%,1%,9%,-7%,16%,-2%
CCOP(=O)(OCC)C(Cc1ccccc1)NC(C)=O (configuration not stated),i,6%,1%,6%,7%,4%,-7%,3%
C=CCn1c(O)c(C(C)=NCCc2c[nH]c3ccccc23)c(=O)[nH]c1=O,?,-3%,10%,7%,-2%,3%,0%,-3%
Nc1c(C(=O)OCC2CCCO2)c2nc3ccccc3nc2n1Cc1cccs1 (configuration not stated),i,0%,-83%[15.6 µM],-3%,-7%,5%,18%,-3%

# Four entries from above, reformatted.
Cc1ccccc1-n1c(O)c(/C=N/NC(=O)c2ccccc2O)c(=O)[nH]c1=S
  PTHR1 agonist: i; EPAC1 antag: 6%; EPAC2 agonist: 5%; TDP43 rescue: 1%; aSyn rescue: 3%; EPAC1 agonist: 0%; FUS suppressor: 10%; EPAC2 antagonist: 5%
O=C(Nc1ccccc1)N1CC2CC(C1)c1cccc(=O)n1C2 (configuration not stated)
  PTHR1 agonist: -47%[inhibitor]; EPAC1 antag: 13%; EPAC2 agonist: -2%; TDP43 rescue: -3%; aSyn rescue: 0%; EPAC1 agonist: 2%; FUS suppressor: -21%; EPAC2 antagonist: 3%
O=c1[nH]c2ccccc2n1C1CCN(C(c2ccccc2)c2nnnn2Cc2ccccc2)CC1 (configuration not stated)
  PTHR1 agonist: 0%; EPAC1 antag: -20%; EPAC2 agonist: 3%; TDP43 rescue: 0%; aSyn rescue: 1%; EPAC1 agonist: 2%; FUS suppressor: ?; EPAC2 antagonist: -4%
CCOC(=O)CC(SP1(=S)OCC2(CCCCC2)CO1)C(=O)OCC (configuration not stated)
  PTHR1 agonist: -51%[inhibitor]; EPAC1 antag: -9%; EPAC2 agonist: 10%; TDP43 rescue: -5%; aSyn rescue: -5%; EPAC1 agonist: 0%; FUS suppressor: nt; EPAC2 antagonist: -9%

# Going on with the list:
SMILES,PTHR1 agonist,EPAC1 antag,EPAC2 agonist,TDP43 rescue,aSyn rescue,EPAC1 agonist,FUS suppressor,EPAC2 antagonist
COc1ccccc1N1CCN(Cc2ccc(SC)cc2)CC1,-52%[inhibitor],12%,11%,8%,12%,4%,-8%,7%
CCOC(=O)C1=C(N)OC2=C(C(=O)CCC2)C12C(=O)Nc1ccccc12 (configuration not stated),-6%[57.5 µM],3%,12%,-18%,-5%,8%,1%,-9%
CCC1(C2=NCCN2)Cc2ccccc2O1 (configuration not stated),-19%,-2%,2%,?,-1%&6%,7%,-22%,2%
Nc1c(C(=O)NCCc2ccccc2)c2nc3ccccc3nc2n1CCN1CCOCC1,-34%[inhibitor],-15%,3%,nt,nt,?,?,-19%
N=C1C(c2ccccc2)=C(O)CN1Cc1ccco1,i,9%,4%,-19%,-3%,2%,15%,4%
CC(=O)OC1(c2ccccc2)CCN(C)CC1(C)C (configuration not stated),-5%,10%,6%,16%,3%,-9%,13%,12%
COc1ccc2c(c1)c(CCN)c(C)n2Cc1ccccc1,i,-13%,-10%,3%,-3%,1%,15%,1%
CCc1cc2c(N3CCN(C)CC3)ncnc2s1,-13%[57.5 µM],-6%,1%,-4%,-9%,0%,10%,2%
Oc1ccc(/C=N/NP(=S)(c2ccccc2)c2ccccc2)cc1,i,-2%,?,-5%,18%,?,37%,-3%

# Screens (PubChem BioAssay)

# These rows are one share of the data, so the mix of outcomes need not match the whole.
